Screens (PubChem BioAssay)
DENV2 CPE rescue – protects cells from dengue virus 2 cytopathic effect; CPE inhibition, % at 9.99 µM; hit rate 1.7% among 350,000; DENV2-infected cells, cytopathic effect rescue, plate reader; in the data active = CPE inhibition above about 20%, passing the limit was not always enough; inconclusive = no clear call, values can overlap the other calls; tested in BHK-21 cells;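 also: 0% = median of neutral control wells and 100% = median of positive control wells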
C2C12 statin – protects C2C12 myotubes from simvastatin toxicity | ATP luminescence, 48 h; scaled: DMSO 0, geranylgeraniol control 100 | rescue of ATP level, % at 7.49 µM | hit rate 0.78% among 330,000;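 active = mean ATP rescue above about 67%, or every replicate alone reaching that limit, limit read from the data, passing the limit was not always enough; inconclusive = no clear call, values can overlap the other calls; inactive = mean under the limit and some replicate under it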;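 also: myotubes were challenged with 10 µM simvastatin during compound exposure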
PglD DTNB – PglD (C. jejuni) enzyme inhibition; purified PglD enzyme, DTNB colorimetric CoA detection; inhibition, % at 12.5 µM; hit rate 0.098% among 360,000; in the data active = inhibition above about 16%, passing the limit was not always enough; inconclusive = no clear call, values can overlap the other calls; also: strong numbers were not always called active
SIRT5 block – sirtuin-5 (human) deacylase inhibition; Purified SirT5, succinyl-peptide AMC, trypsin-coupled fluorescence; inhibition, % at 15 µM; hit rate 1.1% among 330,000; Q9NXA8; in the data active = inhibition above about 15%; inconclusive = no clear call, values can overlap the other calls
ERp5 block – blocks human ERp5 reductase activity on insulin. inhibition, % at 9.99 µM. Q15084. ERp5 insulin aggregation, absorbance 650 nm, 90 min. hit rate 0.05% among 350,000. AID 651711;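 active = mean replicate inhibition above about 25%, with every replicate also reaching it, limit read from the data, passing the limit was not always enough; inconclusive = only one of those two criteria met; inactive = neither criterion met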
Target sequence (Q15084 whole entry, looked up): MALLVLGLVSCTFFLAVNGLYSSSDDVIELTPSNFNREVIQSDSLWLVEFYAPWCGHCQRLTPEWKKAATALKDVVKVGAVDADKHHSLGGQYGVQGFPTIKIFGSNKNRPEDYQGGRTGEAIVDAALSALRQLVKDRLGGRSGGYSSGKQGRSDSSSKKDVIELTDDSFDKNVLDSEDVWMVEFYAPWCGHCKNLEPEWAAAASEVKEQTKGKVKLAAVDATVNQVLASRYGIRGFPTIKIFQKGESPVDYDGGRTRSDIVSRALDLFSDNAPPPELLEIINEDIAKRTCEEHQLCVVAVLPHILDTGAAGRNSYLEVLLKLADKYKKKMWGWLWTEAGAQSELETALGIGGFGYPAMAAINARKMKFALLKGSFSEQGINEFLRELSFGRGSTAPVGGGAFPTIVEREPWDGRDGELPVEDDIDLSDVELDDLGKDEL
S100A4 MyoIIA – blocks human S100A4 binding to myosin IIA peptide; S100A4/TAMRA-MyoIIA peptide fluorescence polarization; inhibition, % at 10.7 µM; hit rate 0.14% among 360,000; AID 652163;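 active = mean inhibition of at least 70% across replicates, with every replicate also reaching that level; inconclusive = mean inhibition reaches 70% but some replicates fall short; inactive = mean inhibition below 70%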
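Test system: S100A4 monomer protein; Medium: HEPES pH 7.2 with CaCl2, KCl, NaCl, DTT, Triton; Probe or stimulus: TAMRA-labelled myosin IIA heavy-chain peptide probe, 5 nM; Doses: one dose per compound; Times: polarization read 5 min after assay mix addition, stable 5–60 min; Benchmarks: neutral control DMSO, positive control TFP.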
E-selectin induc – E-selectin induction on HUVECs; activation, % at 7.58 µM; P16581; hit rate 0.37% among 260,000; HUVEC E-selectin immunofluorescence imaging; normalized: neutral wells 0, TNF-alpha wells 100;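 active = mean E-selectin-positive cell signal at least 10% of the positive control, reached in at least 60% of replicates, without over 20% cell loss; inconclusive = no rule given, readout overlaps actives, possibly toxicity-flagged; inactive = the rest, including those meeting only one limit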;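 also: in these data hits start at about 27%; measured in HUVEC primary endothelial cells; signal is the percent of cells scored E-selectin positive by PE staining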
Target sequence (P16581 whole entry, looked up): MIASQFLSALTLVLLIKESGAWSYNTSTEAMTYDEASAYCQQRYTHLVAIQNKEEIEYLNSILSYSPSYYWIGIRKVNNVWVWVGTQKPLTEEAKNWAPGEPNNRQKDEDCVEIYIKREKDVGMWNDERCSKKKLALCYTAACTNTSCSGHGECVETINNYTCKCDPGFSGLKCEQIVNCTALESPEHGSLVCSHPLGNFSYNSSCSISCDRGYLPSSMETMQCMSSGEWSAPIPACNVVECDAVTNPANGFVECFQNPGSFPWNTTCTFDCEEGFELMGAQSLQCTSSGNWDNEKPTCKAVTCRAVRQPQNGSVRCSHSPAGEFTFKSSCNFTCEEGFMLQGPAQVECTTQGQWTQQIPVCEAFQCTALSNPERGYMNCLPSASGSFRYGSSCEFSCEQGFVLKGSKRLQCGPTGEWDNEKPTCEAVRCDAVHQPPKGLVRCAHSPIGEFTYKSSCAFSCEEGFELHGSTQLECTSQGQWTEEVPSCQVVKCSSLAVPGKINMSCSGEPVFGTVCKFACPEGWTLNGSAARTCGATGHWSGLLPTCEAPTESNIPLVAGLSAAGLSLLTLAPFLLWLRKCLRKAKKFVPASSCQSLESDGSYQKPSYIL
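System: HUVEC, human umbilical vein endothelial cells; quantity: 3,000 cells/well; buffer or medium: EGM-2 medium, gelatin-coated wells; dosing: single-point compound dose; detection: immunofluorescence imaging; evaluation: % PE-positive cells; benchmarks: TNF-alpha, DMSO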
* hit, by the source's call.

`O=C(N/C(=C/c1ccco1)C(=O)N1CCc2ccccc21)c1ccco1` gave DENV2 CPE rescue -2, SIRT5 block -3, ERp5 block 1, S100A4 MyoIIA -5 and E-selectin induc 0.3.
Screening COc1ccccc1-c1cc(C(=O)N/N=C/c2ccc(C)o2)c2ccccc2n1 returned DENV2 CPE rescue -9, C2C12 statin 2, PglD DTNB 0, SIRT5 block -2, ERp5 block 0, S100A4 MyoIIA 0 and E-selectin induc -0.4.
COCCn1c(C)nnc1SCC(=O)NNC(=O)c1ccc(Br)cc1 was read as DENV2 CPE rescue -2, C2C12 statin -1, PglD DTNB 10, SIRT5 block 0, ERp5 block -1 and S100A4 MyoIIA -3.
For O=C(N[C@@H]1C=C[C@@H](CC(=O)N2CCOCC2)O[C@@H]1CO)c1cccc(F)c1 the results were DENV2 CPE rescue -8, C2C12 statin -3, PglD DTNB 0, SIRT5 block 11, ERp5 block 4, S100A4 MyoIIA 52 and E-selectin induc -0.4.
`COc1ccccc1C1C(C(=O)c2cc3ccccc3o2)=C(O)C(=O)N1c1cc(C)on1` (stereo not drawn) gave DENV2 CPE rescue -3, C2C12 statin 10, PglD DTNB 5, SIRT5 block 3, ERp5 block 4 and S100A4 MyoIIA 0.
CC1=C(C(=O)N2CCCC(N3CCN(c4cccc(C(F)(F)F)c4)CC3)C2)OCCO1 (stereo not drawn) was read as DENV2 CPE rescue -4, C2C12 statin 5, PglD DTNB 0, SIRT5 block -3, ERp5 block 0, S100A4 MyoIIA 17 and E-selectin induc -0.2.
For N#Cc1ccc(C(=O)NC(=S)NC2CCCCC2)cc1 the results were DENV2 CPE rescue 12, C2C12 statin -2, PglD DTNB 9, SIRT5 block 2, ERp5 block 5, S100A4 MyoIIA -1 and E-selectin induc -0.3.
C#CCOCCOCCOCCNc1nc(N2CCN(C(=O)[C@H](CC(N)=O)n3cc(C(N)[C@H](C)CC)nn3)CC2)nc(N2CCN(C(=O)[C@H](CC(N)=O)n3cc(C(N)[C@@H](C)CC)nn3)CC2)n1 (stereo partly drawn) was read as DENV2 CPE rescue 21*, C2C12 statin 2, PglD DTNB -2, ERp5 block 1, S100A4 MyoIIA -6 and E-selectin induc 0.5.
For CCCN(C)C[C@@H]1Oc2cc(-c3ccc(OC)cc3)ccc2S(=O)(=O)N([C@H](C)CO)C[C@@H]1C the results were DENV2 CPE rescue 6, PglD DTNB -39, SIRT5 block 1, ERp5 block -1, S100A4 MyoIIA 2 and E-selectin induc 0.7.
Screening COc1ccc(/C=N/Nc2ncnc(Cl)c2N)cc1OC returned DENV2 CPE rescue -11, C2C12 statin 10, PglD DTNB -6, SIRT5 block 12, ERp5 block -2 and S100A4 MyoIIA 0.
Screening CCN(CC)C(=O)[C@H]1C[C@H](CC(=O)NCC23CC4CC(CC(C4)C2)C3)C(=O)N2CCc3c([nH]c4cc(CCC(=O)N(C)C)ccc34)[C@]12C returned DENV2 CPE rescue -11, C2C12 statin -14, PglD DTNB -1, SIRT5 block -3, ERp5 block 6 and S100A4 MyoIIA -3.
Screening Fc1ccc(-c2n[nH]c(=S)n2Cc2ccccc2)cc1 returned C2C12 statin 19, PglD DTNB 6, SIRT5 block -1, ERp5 block 4 and S100A4 MyoIIA 4.
`CCOC(=O)C1(CC2CC2)CCN(Cc2ccc(C(=O)OC)cc2)CC1` gave DENV2 CPE rescue 1, C2C12 statin 2, PglD DTNB 7, SIRT5 block 0, ERp5 block 2, S100A4 MyoIIA -17 and E-selectin induc 0.2.
Screening O=C(NC1CCCN(Cc2ccc(Cl)cc2)C1)c1cnc2ccccn2c1=O (stereo not drawn) returned DENV2 CPE rescue -7, C2C12 statin 0, PglD DTNB 0, SIRT5 block -10, ERp5 block 3, S100A4 MyoIIA -7 and E-selectin induc -1.2.
For N#C[C@@H]1[C@H](c2ccccc2-c2ccccc2F)[C@@H](CO)N1C(=O)c1ccccn1 the results were DENV2 CPE rescue -4, SIRT5 block 4, ERp5 block -2, S100A4 MyoIIA 6 and E-selectin induc 0.0.
For Cc1cccc(N=Cc2c(O)cc(C)oc2=O)c1 the results were DENV2 CPE rescue inconclusive, SIRT5 block 6, ERp5 block 2 and S100A4 MyoIIA -1.
CCOCCCNC(=O)C(c1ccc(OC)cc1)N(Cc1ccc2c(c1)OCO2)C(=O)c1ccccn1 (stereo not drawn) was read as DENV2 CPE rescue -4, PglD DTNB -1, SIRT5 block -2, ERp5 block -3, S100A4 MyoIIA 4 and E-selectin induc 0.0.
Screening CC(NS(=O)(=O)c1ccc(Cl)cc1)C(=O)N1CCOCC1 (stereo not drawn) returned DENV2 CPE rescue -3, C2C12 statin 3, PglD DTNB 3, SIRT5 block -2, ERp5 block 2 and S100A4 MyoIIA -2.
For COc1ccc(-c2ccccc2[C@H]2[C@@H](C#N)N(C(=O)C3CCCC3)[C@@H]2CO)cc1 the results were DENV2 CPE rescue -5, SIRT5 block 0, ERp5 block 2, S100A4 MyoIIA 2 and E-selectin induc 0.4.
Screening Nc1nnc(SCC(=O)Nc2cccc(S(N)(=O)=O)c2)s1 returned DENV2 CPE rescue -1, PglD DTNB 7, SIRT5 block -2, ERp5 block 3, S100A4 MyoIIA -2 and E-selectin induc 0.0.
Cc1ccc(CCNC(=O)c2nc(CS(=O)(=O)c3ccc(Cl)cc3)no2)cc1 was read as DENV2 CPE rescue 0, C2C12 statin 15, PglD DTNB 2, SIRT5 block -2, ERp5 block 6 and S100A4 MyoIIA 1.
For Cc1ccc(C2=CSC3=NNC4(CCCCC4)NN23)cc1 the results were DENV2 CPE rescue -2, C2C12 statin 25, PglD DTNB -2, SIRT5 block -4, ERp5 block -2, S100A4 MyoIIA 0 and E-selectin induc 6.7.
For CCN(C(=O)COC(=O)CCc1ccc(OC)cc1)c1c(N)n(Cc2ccccc2)c(=O)[nH]c1=O the results were DENV2 CPE rescue -5, C2C12 statin -3, PglD DTNB 0, SIRT5 block -8, ERp5 block 4, S100A4 MyoIIA -2 and E-selectin induc -3.2.
COc1cc(-c2cc(OC)c3c(C)oc(C)c3c(=O)c2)ccc1O was read as DENV2 CPE rescue 0, C2C12 statin -35, PglD DTNB -4, SIRT5 block 3, ERp5 block 5 and S100A4 MyoIIA -10.
Screening CCc1nc(N)nc(N)c1-c1ccc(N(C)Cc2ccccc2)c([N+](=O)[O-])c1 returned DENV2 CPE rescue 4, ERp5 block -6, S100A4 MyoIIA -1 and E-selectin induc -0.4.
For Cc1ccc(C2(C)NC(=O)N(CC(=O)N(Cc3ccccc3)C(C)(C)C)C2=O)cc1 (stereo not drawn) the results were DENV2 CPE rescue 0, C2C12 statin 7, PglD DTNB -4, SIRT5 block 2, ERp5 block 4 and S100A4 MyoIIA -7.
Screening O=C(C[C@@H]1CC[C@H](NC(=O)Nc2ccccc2F)[C@@H](CO)O1)NCc1ccc(Cl)cc1 returned DENV2 CPE rescue 17, C2C12 statin -1, PglD DTNB 0, SIRT5 block 0, ERp5 block 4, S100A4 MyoIIA 11 and E-selectin induc -0.3.
CCCc1cc(=O)[nH]c(SCC(=O)Nc2cc(S(=O)(=O)N(CC)c3ccccc3)ccc2Cl)n1 was read as DENV2 CPE rescue 1, C2C12 statin -11, PglD DTNB -1, SIRT5 block 0, ERp5 block -14 and S100A4 MyoIIA -7.
C[C@@H]1CN([C@H](C)CO)C(=O)Cc2cc(NS(=O)(=O)c3ccc(F)cc3)ccc2O[C@@H]1CN(C)Cc1ccc2c(c1)OCO2 was read as DENV2 CPE rescue 5, C2C12 statin 20, PglD DTNB 1, SIRT5 block 4, ERp5 block 0, S100A4 MyoIIA 7 and E-selectin induc 0.5.
For Cc1ccc(NC(=O)C2=CN3CCS(=O)(=O)N=C3C=C2)cc1 the results were DENV2 CPE rescue 1, C2C12 statin 9, PglD DTNB -7, SIRT5 block 3, ERp5 block 3, S100A4 MyoIIA -2 and E-selectin induc -0.5.
C[C@H](CO)N1C[C@H](C)[C@@H](CN(C)C(=O)NC2CCCCC2)Oc2ccc(NC(=O)CCCCCC(=O)Nc3ccccc3N)cc2CC1=O was read as DENV2 CPE rescue 4, C2C12 statin -8, PglD DTNB 0, SIRT5 block -1, ERp5 block -1, S100A4 MyoIIA 2 and E-selectin induc 0.0.
O=C(N/N=C/c1cccnc1)c1ccccc1 was read as DENV2 CPE rescue 6, C2C12 statin 5, PglD DTNB 2, SIRT5 block -6, ERp5 block 1 and S100A4 MyoIIA -1.
CCc1ccc2c(c1)C(c1ccc([N+](=O)[O-])cc1)=NNC(c1ccc(Br)cc1)=N2 was read as DENV2 CPE rescue 0, SIRT5 block -2, ERp5 block 4, S100A4 MyoIIA 1 and E-selectin induc -1.9.
`NNC(=O)CCn1nnc2ccccc21` gave DENV2 CPE rescue 3, C2C12 statin 5, SIRT5 block -2, ERp5 block 2, S100A4 MyoIIA -1 and E-selectin induc 1.6.
Screening Cc1cc(C)cc(NC(=O)C2CCN(S(=O)(=O)c3ccc4[nH]c(=O)ccc4c3)CC2)c1 returned DENV2 CPE rescue inconclusive, C2C12 statin -12, PglD DTNB 2, SIRT5 block -10, ERp5 block 10, S100A4 MyoIIA -1 and E-selectin induc 0.4.
C[C@@H]1CN([C@@H](C)CO)C(=O)c2cccc(NC(=O)c3cnccn3)c2O[C@@H]1CN(C)S(C)(=O)=O was read as DENV2 CPE rescue -5, C2C12 statin 10, PglD DTNB -3, SIRT5 block 5, ERp5 block 4, S100A4 MyoIIA 19 and E-selectin induc -2.4.
COCC#Cc1ccc([C@H]2[C@@H](CO)N3CCCCN(S(=O)(=O)c4ccccc4F)C[C@@H]23)cc1 was read as DENV2 CPE rescue 2, C2C12 statin -17, PglD DTNB -1, SIRT5 block 2, ERp5 block 3, S100A4 MyoIIA 6 and E-selectin induc -0.1.
CC(=O)N1CC2(C1)[C@H](c1ccccc1)[C@H](CO)N2CC1CCOCC1 was read as DENV2 CPE rescue -6, SIRT5 block -1, ERp5 block 1, S100A4 MyoIIA 0 and E-selectin induc -0.2.
Screening Cc1nc(Sc2ccc(Br)cc2)c(C#N)c(C)c1[N+](=O)[O-] returned DENV2 CPE rescue -10, C2C12 statin 36, PglD DTNB 8, SIRT5 block -2, ERp5 block 2, S100A4 MyoIIA -4 and E-selectin induc 0.1.
For O=S(=O)(c1cccs1)N1CCCCN2[C@H](C1)[C@H](c1ccc(C3=CCCCC3)cc1)[C@@H]2CO the results were DENV2 CPE rescue 4, PglD DTNB 5, SIRT5 block -1, ERp5 block -1 and S100A4 MyoIIA -10.
`COc1ccc(S(=O)(=O)Nc2cccc3c2O[C@@H](CN(C)S(=O)(=O)c2cccs2)[C@@H](C)CN([C@H](C)CO)C3=O)cc1` gave DENV2 CPE rescue 5, PglD DTNB -1, SIRT5 block 3, ERp5 block -3, S100A4 MyoIIA -14 and E-selectin induc -2.6.
`CCN(CC)C(=O)CN1C(=O)C2(OCC(C)(C)CO2)c2ccccc21` gave DENV2 CPE rescue -4, C2C12 statin 0, PglD DTNB 0, SIRT5 block -2, ERp5 block 2, S100A4 MyoIIA -9 and E-selectin induc -0.3.
Screening COc1cccc(-c2ccc([C@H]3[C@H](CO)N4C(=O)CN(C(=O)C5CCCCC5)C[C@@H]34)cc2)c1 returned DENV2 CPE rescue -7, SIRT5 block -1, ERp5 block 5, S100A4 MyoIIA 1 and E-selectin induc 0.1.
Screening N#Cc1c(Cl)nsc1NC(=O)c1ccccc1 returned DENV2 CPE rescue -2, SIRT5 block 0, ERp5 block 5 and S100A4 MyoIIA -7.
Screening O=C(CSc1cccc[n+]1[O-])NCC1CCCCC1 returned DENV2 CPE rescue -2, C2C12 statin 10, PglD DTNB 1, SIRT5 block -1, ERp5 block -4 and S100A4 MyoIIA -9.

An excerpt, so the mix of outcomes need not match the whole.
